POLK inh: blocks human DNA polymerase kappa activity; 400,000 tested, 0.53% active; purified Pol kappa, fluorescent DNA synthesis assay, 10 min; Q9UBT6; Potency, µM (highest dose often 107 µM), inactives show at the highest dose activity, negative = inhibition, most hits filed as inhibitors; also: potency is read from the fitted curve at half-maximal effect; % is scaled to controls: 0 for no effect and ±100 for the full control effect
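10 nM Pol kappa preincubated 15 min at room temperature with compounds, then reaction started with substrate at 50 nM final. Fluorescence read kinetically at 0 and 10 min; buffer-only wells served as negative control.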
ALOX12 inh: blocks human arachidonate 12S-lipoxygenase. purified 12hLO, xylenol orange hydroperoxide absorbance. Potency, µM (titrated, usually from 108 µM), for inactives: at the highest dose activity change, negative = inhibition, most hits filed as inhibitors. P18054. 580,000 tested, 1.1% active; also: potency is read from the fitted curve at half-maximal effect; % is scaled to controls: 0 for no effect and ±100 for the full control effect
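Purified human 12hLO at 150 nM in 25 mM Hepes, 0.01% Triton X-100, pH 7.0, preincubated 15 min at room temperature with compound. Reaction started with 40 uM arachidonic acid, 30 min at room temperature. Hydroperoxide measured by Fe-xylenol orange, 573/405 nm absorbance ratio.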
Anesthetic bind: candidate novel general anesthetic via apoferritin binding. apoferritin/1-aminoanthracene competitive binding, fluorescence. AID 485281. P02791. 350,000 tested, 0.074% active. Potency, µM (titrated, usually from 77.5 µM), without a hit: at the top dose activity change, negative = displacement, hits mostly inhibitors; also: potency is read from the fitted curve at half-maximal effect; % is scaled to controls: 0 for no effect and ±100 for the full control effect; nearly all actives have a fitted effect of over 20% in size
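Horse-spleen apoferritin (10 uM) in 50% saturated 1-aminoanthracene in PBS was incubated 10 min at room temperature with compound. Fluorescence (ex 380, em 535 nm) was normalized to free and bound 1-AMA, with concentration-response fitted by a four-parameter Hill equation.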
Pol iota inh: inhibitors of human DNA polymerase iota; AID 588590; Q9UNA4; Pol iota fluorescent replication assay, 10 min; 390,000 tested, 1% active; Potency, µM (series often up to 115 µM), inactives show top-dose activity, negative = inhibition, usual class: inhibitors; also: potency is read from the fitted curve at half-maximal effect
Target sequence (Q9UNA4 whole entry, looked up): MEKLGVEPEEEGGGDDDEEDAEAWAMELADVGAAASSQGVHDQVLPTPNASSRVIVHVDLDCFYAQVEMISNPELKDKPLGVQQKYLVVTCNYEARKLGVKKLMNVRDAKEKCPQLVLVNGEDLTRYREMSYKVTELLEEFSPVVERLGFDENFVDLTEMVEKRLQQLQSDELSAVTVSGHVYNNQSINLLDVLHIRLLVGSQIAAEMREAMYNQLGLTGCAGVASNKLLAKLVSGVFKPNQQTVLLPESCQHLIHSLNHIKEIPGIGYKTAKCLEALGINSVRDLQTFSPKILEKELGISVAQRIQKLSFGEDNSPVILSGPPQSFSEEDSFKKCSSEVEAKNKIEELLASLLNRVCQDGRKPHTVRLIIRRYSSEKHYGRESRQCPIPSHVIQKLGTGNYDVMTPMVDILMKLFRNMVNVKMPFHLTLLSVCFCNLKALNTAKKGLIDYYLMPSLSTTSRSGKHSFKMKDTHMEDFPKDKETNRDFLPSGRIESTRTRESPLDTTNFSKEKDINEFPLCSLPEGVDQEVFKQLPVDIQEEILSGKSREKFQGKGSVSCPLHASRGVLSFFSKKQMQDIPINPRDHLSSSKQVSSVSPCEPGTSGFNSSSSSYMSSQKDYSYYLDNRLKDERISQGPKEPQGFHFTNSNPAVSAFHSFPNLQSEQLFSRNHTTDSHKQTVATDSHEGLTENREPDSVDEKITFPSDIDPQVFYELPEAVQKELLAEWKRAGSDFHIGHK
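Fluorescent replication assay read twice, at 0 min and 10 min after adding 50 nM (final) substrate. Enzyme (10 nM) and compounds were first incubated 15 min at room temperature; enzyme-free buffer wells were negative controls.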
TRHR agonist: agonists of human TRH receptor; activation, % at 2 µM; P34981; TRHR cells, calcium flux fluo-8, FDSS agonist mode; 360,000 tested, 0.18% active; in the data active = activation above about 30%; also: 0% is about no effect
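In this calcium-flux screen, cells bearing human TRHR are dye-loaded with fluo-8, baselined for 10 cycles, then exposed to library compounds; positive kinetic calcium responses during the agonist phase mark hits, with TRH as control.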
BLM helicase inh: Bloom syndrome helicase (human) inhibition | P54132 | 350,000 tested, 0.2% active | recombinant BLM DNA unwinding, fluorescence dequenching | Potency, µM (doses to about 56.1 µM), for the others: at the top dose activity change, negative = inhibition, actives largely listed as inhibitors | AID 2528;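 also: potency is read from the fitted curve at half-maximal effect; plate controls were vehicle for no effect and no enzyme for full effect; nearly all actives have a fitted effect of over 35% in size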
POLB inh: DNA polymerase beta (human) inhibition; P06746; Pol beta primer extension/strand displacement, fluorescence kinetic; Potency, µM (top dose mostly 114 µM), for the others: at the top dose activity change, negative = inhibition, actives largely listed as inhibitors; 340,000 tested, 1.3% active; also: potency is read from the fitted curve at half-maximal effect; % is scaled to controls: 0 for no effect and ±100 for the full control effect
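Enzyme-only controls used 10 nM Pol beta; buffer lacking enzyme served as negative control. Compound preincubated 15 min, then 50 nM substrate added; 0 and 10 min reads at room temperature.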
APE1 inh: APE1 (human) endonuclease inhibition. recombinant APE1, TAMRA/BHQ-2 abasic DNA cleavage fluorescence. Potency, µM (doses to about 65.8 µM), without a hit: at the top dose activity change, negative = inhibition, actives largely listed as inhibitors. AID 2517. P27695. 350,000 tested, 0.35% active;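 also: potency is read from the fitted curve at half-maximal effect; plate controls were vehicle for no effect and reference inhibitor for full effect; nearly all actives have a fitted effect of over 55% in size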
Target sequence (P27695 whole entry, looked up): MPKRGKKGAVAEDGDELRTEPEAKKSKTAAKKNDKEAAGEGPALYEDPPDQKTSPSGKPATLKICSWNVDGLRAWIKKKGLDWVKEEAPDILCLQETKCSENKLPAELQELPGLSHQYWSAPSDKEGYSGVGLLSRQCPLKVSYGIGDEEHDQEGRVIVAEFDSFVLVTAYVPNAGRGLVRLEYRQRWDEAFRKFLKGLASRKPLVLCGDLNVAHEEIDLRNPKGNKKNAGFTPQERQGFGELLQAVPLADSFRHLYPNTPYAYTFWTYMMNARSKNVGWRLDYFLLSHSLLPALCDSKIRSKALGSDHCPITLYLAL
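Endonuclease cleavage of a quenched abasic-site DNA duplex (50 nM) by APE1 (0.75 nM) was tracked by TAMRA dequenching. Compounds were preincubated with enzyme 15 min at room temperature; data normalized to buffer-only and DMSO wells plus NSC13755 control.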
ERG Ets-DNA blk: ERG Ets/DNA interaction inhibition | AID 624246 | P11308 | Potency, µM (doses to about 76.9 µM), for inactives: top-dose FP activity, negative = inhibition, usual class: inhibitors | fluorescence polarization, His-ERG Ets domain / labelled DNA | 370,000 tested, 0.028% active; active = well fitted inhibition curve with a large enough effect in the polarisation, with a control signal flat; inconclusive = small, poorly fitted or top-dose-only effect, or effect the other way, or a change in a side signal; inactive = no such curve, though single readings can be large or run the other way; the % refers to the polarisation;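 also: polarization taken with two DNA probes labelled with fluorescein and Texas red; potency is read from the fitted curve at half-maximal effect; % of control where 0% means no effect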
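His-tagged ERG Ets domain (1 uM in the protein solution; 300mM KCl, 50mM Tris-HCl, 1mM EDTA, 1mM DTT, pH 7.5) received compound, then a probe mix of 5 nM fluorescein-DNA and 100nM Texas-615-DNA. Fluorescence polarization was read for both dyes.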
* marks the source's active call; other numbers are inactive results; ? = inconclusive; . = no result given; & = joins results of further samples; [ ] = dose if it differs, or a comment. Unless noted, calls follow the shape of the dose curve; as a rule, active = well fitted curve in the direction sought with a large enough effect; inconclusive = small, poorly fitted or top-dose-only effect, or another doubt; inactive = no such curve, though single readings can be large; an effect the other way counts as inactive or inconclusive. Only part of the results is shown, so the mix of outcomes need not match the whole.

Every second line gives: POLK inh	ALOX12 inh	Anesthetic bind	Pol iota inh	TRHR agonist	BLM helicase inh	POLB inh	APE1 inh	ERG Ets-DNA blk
> CC(C)C(NC(=O)c1ccc(C(C)(C)C)cc1)C(=O)NCC1(N(C)C)CCCCC1 (stereo not given)
→ 1%	19%	-7%	44%[activator]	0.7	-3%	35%	26%	-4%
> CC1(C)CC(=O)C2=C(C1)OC1=C(C(=O)CC(C)(C)C1)C2(C)C
→ .	.	-5%	.	0.3	2%	0%	1%	.
> COCCn1c(SCC(=O)Nc2ccc3c(c2)OCCO3)nnc1-c1ccncc1
→ 1%	18%	.	8%	.	.	.	37%	4%
> COc1cc(C2C(C(=O)OC(C)C)=C(C)Nc3ncnn32)cc(OC)c1OC (stereo not given)
→ 4%	38%[activator]	2%	4%	-0.2	-1%	33%	-4%	7%
> CCCC(=O)Nc1cc(S(=O)(=O)N(CC)CC)ccc1Cl
→ -15%	-3%	-14%	4%	-0.3	1%	20%	-5%	-1%
> O=C(/C=C/NNC(=O)c1ccccc1O)c1ccccc1
→ -24%	-2%	?	2%	0.7	-5%	6%	26%	17%
> COC(=O)c1c(NC(=O)c2cccnc2Cl)sc(C(=O)N(C)C)c1C
→ -5%	12%	-10%	15%	0.1	0%	48%	?	-5%
> COc1ccc(-c2nnc(SCC(=O)Nc3ccc(C(=O)O)cc3)n2-c2ccc(Cl)cc2)cc1
→ 6%	0%	-6%	-6%	0.4	-4%	?	-2%	-2%
> CC(C)=C1C2CCC1C(C(=O)Nc1cc(C)cc(C)c1)C2C(=O)O (stereo not given)
→ -8%	?	-22%	14%	-0.5	-1%	19%	3%	-11%
> C=CCNC(=O)c1ccc2c(=O)n(CCCN3CCCC3=O)c(=S)[nH]c2c1
→ -4%	-25%	-5%	128%[activator]	-0.2	0%	8%	4%	-9%
> CCn1cc2nc(SCc3cccc(C(F)(F)F)c3)n(Cc3ccc(OC)cc3)c(=O)c2n1
→ 21%	-17%	8%	-9%	1.2	-14%	6%	.	6%
> CN1C(=O)/C(=N\OC(=O)c2ccccc2Cl)c2ccccc21
→ -10%	-18%	-11%	-6%	-0.8	-3%	1%	-2%	4%
> C=C[C@]1(C)C[C@H]1[C@H](NP(=O)(c1ccccc1)c1ccccc1)c1ccccc1
→ -5%	-2%	-2%	-13%	0.0	1%	-2%	9%	3%
> CCCC(=O)Nc1cc(C(=O)N(C)CC(OC)OC)ccc1S(=O)(=O)c1ccc(C)cc1
→ -2%[60.1 µM]	77%[activator]	-7%	25%	0.1	-1%	5%	8%	-10%
> O=C(NCc1ccco1)/C(=C\c1cccnc1)NC(=O)c1ccccc1F
→ -7%	.	1%	23%	-0.8	3%	21%	0%	-1%
> COc1cc(CN(C(=O)c2cc3ccccc3oc2=O)C2CCS(=O)(=O)C2)cc(OC)c1OC (stereo not given)
→ 9%&-15%	-7%&2%&5%	0%&6%	26%&18%	0.6&-0.3	-1%&1%	22%&-1%	22%	-2%&1%
> Cc1nn(CCCC(=O)Nc2ccc(Br)cc2F)c(C)c1[N+](=O)[O-]
→ -4%	-17%	-20%	-5%	-0.6	-7%	-14%	-6%	-1%
> CC(C)n1nnnc1SCC(=O)c1ccc2c(c1)OCCO2
→ -4%	?	?	-13%	-0.3	-1%	-6%	-1%	-7%
> CCn1c(=O)c(=O)[nH]c2cc(C(=O)NC3CCCc4ccccc43)ccc21 (stereo not given)
→ -21%	-11%	4%	9%	-0.3	-1%	3%	?	3%
> O=C(CN1CCOCC1)Nc1ccccc1C(=O)Nc1ccccc1
→ 7%	26%	2%	83%[activator]	1.2	2%	47%	-9%	36%[activator]
> CON1C(=O)C(=O)N(OC)C(C)(C)C1C (stereo not given)
→ -4%	15%	-10%	31%[activator]	.	-3%	40%	0%	.
> COc1ccc(S(=O)(=O)N2CCCCCC2)cc1C(=O)N1CCCCC1
→ 4%	-23%	-12%	0%	0.5	-9%	16%	1%	0%
> CC1=C(C(=O)N2CCN(c3cc(C)ccc3C)CC2)C2(CCC(C)CC2)OC1=O (stereo not given)
→ -5%	?	-8%&-13%	1%	0.0&0.0	-8%&-4%	25%&0%	0%	0%
> COc1cccc(NC(=O)COC(=O)c2cc(=O)c3ccccc3o2)c1
→ 9%	162%[activator]	.	25%	-0.4	.	.	-18%	.
> O=C(CCCC(=O)OCC(=O)c1ccc(Cl)cc1)NC1CCCCC1
→ 3%	-8%&-25%	?	-11%	-1.1	0%	22%	33%	-1%
> CCC(=O)c1cc(F)c(N2CCN(C(=O)Cc3ccccc3)CC2)cc1C
→ -11%	-2%	-10%	12%	0.1	-5%	-1%	0%	-10%
> COC(=O)/C(=C1\OC(=O)C(c2ccccc2)C1=O)c1ccccc1 (stereo not given)
→ ?	.	-12%	.	.	-12%	.	19%	.
> Cc1nn(C)c(Oc2cccc(Cl)c2)c1C(=O)Nc1ccc(F)cc1
→ 1%	0%	-6%	?	.	-6%	18%	-4%	-7%
> CC(=O)NS(=O)(=O)c1ccc(NC(=O)COc2ccc(C(=O)c3ccccc3)cc2)cc1
→ -2%	-8%	-9%	1%	0.9	-5%	10%	-4%	5%
> CN(CCOc1ccccc1)C(=O)c1cc(S(=O)(=O)N2CCCCC2)ccc1Cl
→ -3%	0%	.	28%	0.2	.	.	17%	14%
> COc1ccc(/C=C2/Sc3ccc(C(=O)NCCN4CCCCCC4)cc3NC2=O)cc1
→ -10%	-26%	-9%	0%	3.5	0%	26%	-19%	0%
> CCN(C#N)c1nc(N(C)C)nc(N(C)C)n1
→ 0%	-27%	-8%	-5%	-0.2	-1%	-12%	-1%	-9%
> Cc1cccn2c(=O)c3cc(C#N)c(=NC(=O)c4cccs4)n(CC(C)C)c3nc12
→ 6%	1%	-5%	18%	0.1	-4%	-8%	-6%	15%
> O=C(CN1CCN(c2cccc(Cl)c2)CC1)NC1CCCc2ccccc21 (stereo not given)
→ -13%	-5%	-3%	11%	0.3	-7%	5%	-17%	-4%
> COc1ccc(CNC(=O)Cc2c(C(=O)O)[nH]c3ccccc23)c(OC)c1
→ -10%	1%	-6%	-14%	0.3	-1%	-13%	14%	-12%
> CN(CC(=O)Nc1ccc(F)cc1)C(=O)CN1C(=O)c2ccccc2C1=O
→ -9%	1%	.	14%	0.2	.	.	7%	-12%
> CN(C)CCNC(=O)Cn1c(=O)c2cccn2c2ccc(F)cc21
→ 3%&4%	-9%&-10%	1%	20%&0%	0.7&-0.5	26%&-3%	2%&-1%	-3%	0%&9%
> O=C(Nc1nnc(SCc2ccc(Cl)cc2)s1)C1CC(=O)N(Cc2ccccc2)C1 (stereo not given)
→ -15%	-18%	-10%	-9%	-0.8	-1%	19%	?	9%
> COc1cn(-c2ccccc2)nc1C(=O)NCc1ccc(C)cc1
→ -12%	-8%	2%	129%[activator]	-0.2	0%	15%	-3%	3%
> COc1cccc(NC(=S)N(Cc2ccccn2)Cc2ccccc2Cl)c1
→ -23%	2%	57%[activator]	93%[activator]	0.3	-11%	22%	-4%	0%
> Cc1cccc(C)c1OCC(=O)N/N=C/c1cc2c(cc1[N+](=O)[O-])OCO2
→ -10%	-8%[57.4 µM]	?	0%	0.1	-3%	-1%	6%	.
> COC(=O)c1ccc(Nc2nc(-c3ccncc3)nc3ccccc23)cc1
→ -14%	?	9%	-22%	0.1	3%	-16%	51%	0%
> Cc1cccc(N2CCN(C(=O)c3ccc(NS(=O)(=O)c4c(C)noc4C)cc3)CC2)c1C
→ -5%	0%	-5%	-3%	-0.3	-7%	-1%	3%	-5%
> Cc1cc(NC(=O)CSc2nc(-c3ccccc3C)nc3c2c(=O)n(C)c(=O)n3C)no1
→ -9%[60.1 µM]	5%	-2%	17%	0.1	-1%	18%	.	0%
> CCCC1=NN2C(=N)/C(=C\c3ccc(SCc4ccco4)o3)C(=O)N=C2S1
→ 28µM*	.	?	20µM*	17	?	13µM*	4µM*	?
> CCS(=O)(=O)N1CCCC(C(=O)NCCCN(C)Cc2ccccc2)C1 (stereo not given)
→ 5%	3%	11%	31%[activator]	0.2	1%	23%	-2%	-1%
> COc1ccc(CCNC(=O)c2cn(C)c3ccc(S(=O)(=O)N(C)C4CCCCC4)cc3c2=O)cc1OC
→ -9%	-18%	?	-11%	0.9	-4%	4%	.	11%
> O=C(Oc1ccc2cc(Br)ccc2c1)c1cccnc1
→ -2%	6%	-18%	2%	0.4	-19%	17%	-3%	.
> CCOc1ccccc1NC(=O)c1cccc(NC(=O)CC(c2ccccc2)c2ccccc2)c1
→ -7%	6%[57.4 µM]	-6%	-10%	2.6	-25%	2%	-3%	0%
> CCCNC(=O)Nc1ccc(F)c(Cl)c1
→ -7%	-12%	-12%	14%	0.5	0%	0%	3%	1%
> CN(C)CCCNC(=S)Nc1ccc(-c2ccccc2)cc1
→ 8%	?	-19%	-10%	4.8	4%	41%	5%	2%
> Cc1ccc(N/C=C(\C#N)c2ccc(OCCCF)cc2)cc1
→ -11%	-8%	38%[activator]	34%[activator]	-0.8	-2%	-27%	0%	0%
> C=CCn1c(SCC(C)=O)nnc1-c1ccc2ncccc2c1
→ -12%	19%	2%	33%	-0.3	1%	-28%	1%	-19%
> CCOc1ccc(C(=O)Nc2nccs2)cc1[N+](=O)[O-]
→ 0%	8%	-9%	30%	-0.5	0%	0%	-1%	6%
> FC(F)(F)COc1cc(-c2nnc(SCc3ccccc3)n2Cc2ccco2)cc(OCC(F)(F)F)n1
→ -7%	?	-5%	10%	3.4	-13%	?	-3%	?

Source: PubChem BioAssay
